# High-throughput results: PubChem, The Scripps Research Institute Molecular Screening Center
# TEAD-YAP block: TEAD-YAP interaction inhibition, primary screen, TEAD-YAP interaction inhibitor project, luminescence, HEK-TIYL cells. inhibition, % at 9.12 µM. 640,000 tested, 1.4% active. TEAD-Gal4/YAP UAS-luciferase luminescence; in the data active means inhibition above about 32%;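 further: 0% = median of test compound wells and 100% = reference inhibitor wells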
# GPR151 ag: activators of human GPR151, primary screen, cell-based, PathHunter beta-arrestin, luminescence; PathHunter beta-arrestin GPR151 cells; AID 1508602, 2020; G-protein coupled receptor 151 (Homo sapiens), Q8TDV0; 650,000 tested, 1% active; activation, % at 11.2 µM; in the data active means activation above about 4.9%;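 further: 0% = median of compound wells and 100% = cells with positive control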
# Target sequence (Q8TDV0 whole entry, looked up): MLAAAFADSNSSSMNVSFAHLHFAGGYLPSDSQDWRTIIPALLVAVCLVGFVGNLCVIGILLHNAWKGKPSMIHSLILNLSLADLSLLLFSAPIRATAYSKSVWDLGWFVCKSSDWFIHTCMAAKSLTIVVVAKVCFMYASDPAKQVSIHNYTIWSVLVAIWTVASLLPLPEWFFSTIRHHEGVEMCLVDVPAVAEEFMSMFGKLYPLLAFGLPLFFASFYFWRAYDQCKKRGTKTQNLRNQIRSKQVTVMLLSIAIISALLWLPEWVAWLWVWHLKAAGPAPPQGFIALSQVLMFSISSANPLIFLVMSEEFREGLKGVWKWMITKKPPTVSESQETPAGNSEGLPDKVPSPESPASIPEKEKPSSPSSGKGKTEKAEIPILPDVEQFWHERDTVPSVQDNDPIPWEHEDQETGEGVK
# MITF primary: MITF inhibitors, primary screen, biochemical, AlphaScreen, human | AlphaScreen MITF homodimerization, bead proximity signal | 650,000 tested, 0.91% active | AID 1259374, 2018 | inhibition, % at 2.6 µM | Microphthalmia-associated transcription factor (Homo sapiens), O75030; in the data active means inhibition above about 50%;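 further: 0% = vehicle wells with protein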
# Target sequence (O75030 whole entry, looked up): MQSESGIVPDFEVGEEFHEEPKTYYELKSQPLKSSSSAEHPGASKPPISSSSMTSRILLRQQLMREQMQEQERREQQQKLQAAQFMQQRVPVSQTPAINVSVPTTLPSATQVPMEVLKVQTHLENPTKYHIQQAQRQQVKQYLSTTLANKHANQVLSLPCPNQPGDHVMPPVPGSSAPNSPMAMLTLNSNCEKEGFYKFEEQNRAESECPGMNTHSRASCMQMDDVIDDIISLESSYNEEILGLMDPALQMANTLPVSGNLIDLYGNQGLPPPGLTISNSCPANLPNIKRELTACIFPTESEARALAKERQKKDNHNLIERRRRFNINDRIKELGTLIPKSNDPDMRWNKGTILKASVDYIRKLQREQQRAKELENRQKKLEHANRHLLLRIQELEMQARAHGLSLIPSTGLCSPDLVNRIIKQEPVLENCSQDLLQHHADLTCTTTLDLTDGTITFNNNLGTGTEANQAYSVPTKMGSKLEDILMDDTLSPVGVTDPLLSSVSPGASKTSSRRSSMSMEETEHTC
# FBW7 act: FBW7 E3 ligase activators, primary screen, biochemical, AlphaScreen, human; F-box/WD repeat-containing protein 7 (Homo sapiens), Q969H0; normalized activity (activation), % at 26.1 µM; 650,000 tested, 0.13% active; AlphaScreen FBW7–phospho-cyclin E peptide binding, activator screen; in the data active means normalized activity above about 1.9%;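 further: purified mutant Fbw7 with reduced substrate affinity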
# An asterisk follows results filed as active; . = not tested or not shown.
SMILES,TEAD-YAP block,GPR151 ag,MITF primary,FBW7 act
CCOC(=O)c1ccc(N2C(=O)C(CC(=O)Nc3ccc(OCC)cc3)N(CCCN3CCC(Cc4ccccc4)CC3)C2=S)cc1 (configuration not stated),-5,-0.6,-10,-0.1
O=c1[nH]c2ccccc2c(=O)n2nccc12,9,-2.0,-5,-0.6
O=C(NCc1ccco1)c1ccc(CS(=O)(=O)Cc2ccc(F)cc2)o1,-2,-1.1,5,0.0
CC(C)c1ccccc1OCC(=O)Nc1ccccc1Cl,4,3.5,8,0.2
O=C(c1cnn2c(C(F)(F)F)cc(-c3ccc4c(c3)OCO4)nc12)N1CCCCC1,3,1.7,-3,-0.1
COc1ccc(C2=N/C(=C\c3ccc([N+](=O)[O-])cc3)C(=O)O2)cc1[N+](=O)[O-],1,-1.5,22,0.1
Cc1ccc2nc(NC(=O)CSCC(=O)OCC(=O)c3ccccc3)sc2c1,68*,-1.2,2,0.0
CCCCCC(=O)/C=C/[C@@H]1[C@H](C/C=C\CCCC(=O)O)[C@H](O)C[C@H]1O,.,0.5,-153,.
O=C1/C(=C/c2ccc(Cl)cc2)C=C(c2ccccc2)N1c1ccc(O)cc1,10,-0.9,7,-0.2
C=CCc1ccccc1OCCOCCn1ccnc1,6,-0.1,39,0.5
C[C@@H](Cn1nc(-c2cccs2)oc1=O)NC(=O)C(C)(C)C,-5,-0.3,-7,0.1
S=c1[nH]nc(-c2cccc3ccccc23)n1-c1ccccc1,0,2.0,8,0.4
Cc1c(Br)c(C(=O)Nc2nc3ccccc3n2CCN2CCCCC2)nn1C,-4,-0.6,-1,-0.2
CCOc1ccc(CN2CCCC(N3CCN(c4ccc(OC)cc4)CC3)C2)cc1CO (configuration not stated),8,-0.6,15,0.2
CCCC(=O)C1=C(N2CCCC2)CC(C)(C)C(C(=O)OC)C1=O (configuration not stated),-2,-1.1,-7,-0.2
O=C(c1sc(=S)n2c1[nH]c(=O)c1ccccc12)N1CCc2ccccc2C1,4,0.7,10,0.1
N#Cc1ccc(/C=N/N2C(=O)C3C4C=CC(CC4)C3C2=O)c([N+](=O)[O-])c1 (configuration not stated),-9,-0.1,10,0.1
CCOC(=O)c1ccc(NC(=O)/C=C\c2cn(-c3ccccc3)nc2-c2ccc(F)cc2)cc1,-5,2.8,12,0.2
COc1cc(Nc2cc(C)nc(N3CCC(N4CCOCC4)CC3)n2)cc(OC)c1OC,0,-0.9,21,0.0
O=C1CC(N2CCN(C(c3ccccc3)c3ccccc3)CC2)C(=O)N1c1ccc(F)cc1 (configuration not stated),3,-0.2,-5,0.1
COC(=O)CSc1nnc(-c2cccc([N+](=O)[O-])c2)n1C,-11,0.7,-6,0.0
COc1ccc(N2C(=O)CN(C(=O)c3cnccn3)CC23CCCC3)cc1,1,-1.5,15,0.0
O=C(Cn1cnc2c(cnn2-c2ccccc2)c1=O)Nc1ccc2c(c1)OCCO2,9,1.2,5,0.1
CCSc1ccccc1C(=O)Nc1nnc(-c2cc(C)oc2C)o1,-6,-0.9,4,-0.8
COc1ccc(C(=O)NOC(=O)/C=C(/C)NCc2ccccc2)cc1,1,0.0,-1,0.0
Cc1cc(C)n2c(SCC(=O)Nc3cccc(F)c3)nnc2n1,4,0.4,6,0.2
Cc1cc(S(=O)(=O)NC2CCCCC2C)ccc1F (configuration not stated),-10,1.7,-6,-0.2
CCOC(=O)CSc1nc(C2CC2)nc2sc(C)c(C)c12,-2,-1.2,20,0.2
CCOc1ccc2nc(N3CCCC(NCc4nccn4C)CC3)nc(C)c2c1 (configuration not stated),-4,-1.0,11,0.0
O=C(CCCO)N/N=C/c1cc([N+](=O)[O-])ccc1N1CCCCCC1,-4,0.3,-1,-0.1

# Compounds listed so far with a Cl atom, in the order listed:
SMILES,TEAD-YAP block,GPR151 ag,MITF primary,FBW7 act
CC(C)c1ccccc1OCC(=O)Nc1ccccc1Cl,4,3.5,8,0.2
O=C1/C(=C/c2ccc(Cl)cc2)C=C(c2ccccc2)N1c1ccc(O)cc1,10,-0.9,7,-0.2

# Later entries:
SMILES,TEAD-YAP block,GPR151 ag,MITF primary,FBW7 act
O=C(Nc1ccc(-c2nc3cc(NC(=O)C4CCCCC4)ccc3o2)cc1)C1CCCCC1,-11,-0.1,3,0.1
CCOc1ccc(CCNC(=O)C2CC(=O)N(Cc3ccc(OC)cc3)C2)cc1OCC (configuration not stated),4,1.2,3,0.0
CCc1ccc2oc(-c3cc(NC(=O)c4ccccc4F)ccc3O)nc2c1,-6,0.9,6,-0.1
Cc1ccccc1CN1CCC2(CCC(CNC(=O)c3ccc(F)c(F)c3)O2)CC1 (configuration not stated),11,-0.4,-6,0.1
COc1ccc(S(=O)(=O)Nc2cc([N+](=O)[O-])ccc2C)cc1I,3,0.7,-14,0.2
Cc1nc(NC(=O)CSc2nc3cccnc3n2Cc2ccccc2)sc1C,2,0.4,-2,0.1
Cc1nn(-c2ccccc2)c(C)c1NC(=O)CCl,13,-2.2,6,0.0
Cc1ccc(C(=O)Nc2noc3ccccc23)cc1,76*,-4.5,5,-0.1
CCc1ccc2oc(-c3ccc(C)c(NC(=O)c4ccccc4F)c3)nc2c1,11,0.5,0,0.1
COc1cccc(-c2nc(CS(=O)(=O)CC(=O)Nc3ncccc3C)c(C)o2)c1,2,-1.4,21,0.6
Cn1cc(/C=C2/NC(=O)N(c3cccc(Cl)c3)C2=O)c2ccccc21,50*,1.8,10,0.1
Cc1[nH]nc2c1C(c1ccccc1OC(=O)c1ccc(Cl)cc1)C(C#N)=C(N)O2 (configuration not stated),3,-1.3,3,-0.1
CCC(=O)N1c2ccccc2NC2=C(C(=O)CC(C)(C)C2)C1c1ccc(OC)cc1OC (configuration not stated),6,2.3,-5,-0.2
Cc1ccc(/C(N)=N/OC(=O)Cc2ccccc2)cc1,-57,-0.7,-13,-0.1
Cc1ccc(N2C(=O)SC(N(CC(N)=O)c3ccccc3)C2=O)cc1 (configuration not stated),-6,-1.7,12,0.2
CSc1cccc(NC(=O)N2CCN(c3cc(-n4ccnc4)ncn3)CC2)c1,1,0.8,3,-0.1
CCn1c2ccccc2c2cc(NC(=O)CN(C)S(=O)(=O)c3ccccc3)ccc21,3,1.5,4,0.0
COc1ccc(/C=C2/SC(=S)N(Cc3ccco3)C2=O)c(OC)c1,-8,0.0,16,0.2
Cc1ccccc1OCC(=O)N=Nc1c(O)[nH]c(=O)[nH]c1=O,4,-0.5,11,-0.3
CCOc1ccc(NC(=O)C2C3C=CC4(O3)C2C(=O)N(Cc2ccccc2)C4C(=O)NC2CCCCC2C)cc1 (configuration not stated),-2,-0.3,-15,-0.2
Cc1nn(C)cc1C(=O)N1C[C@H](C(=O)O)[C@@H](c2ccc(F)cc2)C1,3,-0.4,2,0.1
COc1cc(-c2noc(C3CC(=O)N(c4ccc(F)cc4)C3)n2)cc(OC)c1OC (configuration not stated),0,1.5,2,0.6
CC(C)CC(NC(N)=O)C(=O)OCC(=O)Nc1ccc(OC(F)F)cc1 (configuration not stated),2,-0.5,-11,0.0
CC(C)N(CCNC(=O)C1CCN(c2ccc(N3CCCC3CO)nn2)CC1)C(C)C (configuration not stated),3,-0.8,-5,0.1
Cc1ccc(N2NC(=O)/C(=C\c3ccco3)C2=O)cc1C,3,0.5,-13,0.0
Cc1c(C(=O)N2CCCc3ccccc32)sc2ncn(Cc3ccccc3F)c(=O)c12,-4,1.5,11,0.2
O=c1c2sc3ccc([N+](=O)[O-])cc3c2[nH]c(=S)n1Cc1cccnc1,6,0.1,3,0.4
Cc1cccc(N2CCN(S(=O)(=O)c3ccc(F)c(C(=O)Nc4ccccc4Cl)c3)CC2C)c1 (configuration not stated),6,-2.0,16,0.7
CCOC(CNC(=O)c1ccc2c(c1)ncn2-c1ccc(CC)cc1)OCC,1,0.4,6,0.0
COC(=O)c1ccc2c(=O)n(CCN3CCOCC3)c(SCc3c(F)cccc3F)nc2c1,5,-0.2,20,0.1

# Three compounds out of the list, arranged by SMILES length, largest number first:
SMILES,TEAD-YAP block,GPR151 ag,MITF primary,FBW7 act
CCOc1ccc(NC(=O)C2C3C=CC4(O3)C2C(=O)N(Cc2ccccc2)C4C(=O)NC2CCCCC2C)cc1 (configuration not stated),-2,-0.3,-15,-0.2
O=c1c2sc3ccc([N+](=O)[O-])cc3c2[nH]c(=S)n1Cc1cccnc1,6,0.1,3,0.4
Cc1ccc(N2NC(=O)/C(=C\c3ccco3)C2=O)cc1C,3,0.5,-13,0.0

# Additional compounds.
SMILES,TEAD-YAP block,GPR151 ag,MITF primary,FBW7 act
Cc1ccc(C(=O)CSc2nc(-c3ccc(Cl)cc3)cn2-c2ccc(C)cc2)cc1,3,0.5,-5,0.0
CC1=C(C(=O)OC(C)C)C(c2ccccc2)N2C(=O)CCSC2=N1 (configuration not stated),-2,-1.0,-7,-0.1
O=S(=O)(Nc1ccc(OCc2ccccc2)cc1)c1cccs1,4,-0.5,2,0.0
Cc1ccc(C(=O)Nc2ccc(NC(=O)C(F)(F)F)cc2)cc1,56*,-0.9,14,0.2
O=C(O)CCCCCNC(=O)COc1ccc2c3c(c(=O)oc2c1)CCCC3,5,-0.1,-5,0.0
N#CCCN(Cc1ccco1)C(=S)NCc1ccc2c(c1)OCO2,0,-2.3,14,0.0
S=c1ccc(N2CCOCC2)n[nH]1,-5,-1.1,0,-0.1
Cc1cccc(OCc2nnc(SCC(=O)Nc3ncc(C)s3)o2)c1,12,-1.1,0,-0.1
COc1cc(-c2nnc(C(=O)CSc3nc4ccccc4s3)o2)cc(OC)c1OC,1,1.3,9,-0.2
COc1cc(OC)cc(C(=O)O/N=C(\c2ccncc2)c2ccc([N+](=O)[O-])cc2)c1,-6,-0.8,2,0.0
O=C1C2C(c3ccc(Br)cc3)OC3(C(=O)c4ccccc4C3=O)C2C(=O)N1c1cccc(C(F)(F)F)c1 (configuration not stated),-3,1.7,25,0.6
COCCn1c(SCC(O)CCl)nc2c1c(=O)[nH]c(=O)n2C (configuration not stated),-3,0.4,-5,0.0
CS(=O)(=O)c1ccc(-c2ccc3c(c2)CC(CNC(=O)/C=C/c2cccnc2)O3)cc1 (configuration not stated),39*,0.9,-1,0.0
Cc1ccc2c(CC(=O)NC(C)(C)C)coc2c1,-6,1.3,4,0.0
Cc1cccn2cc(CCNC(=O)c3cccc4ccccc34)nc12,-5,1.6,13,1.1
NC(C(=O)N1CCCN(C(=O)c2ccc3[nH]ncc3c2)CC1)c1cccc(Br)c1 (configuration not stated),-8,-0.2,-3,-0.2
O=C1C2CCCCC2C(=O)N1c1ccccc1 (configuration not stated),-2,1.4,7,0.0
Cc1ccc(Nc2nc(-c3cccc(C)c3)nc3ccccc23)cc1,8,4.2,-3,0.1
CCOC(=O)c1c(-c2ccccc2)oc2ccc(OCC#N)cc12,13,-0.5,0,-0.2
N#Cc1cc([N+](=O)[O-])ccc1NC(=O)COC(=O)c1cc(-c2ccco2)nc2ccccc12,3,1.7,51*,0.2
Cn1c(=O)c2c(nc(NCCNC(=O)CC(C)(C)C)n2Cc2ccccc2F)n(C)c1=O,3,0.9,14,0.0
COc1ccccc1N1C(=O)CN(S(C)(=O)=O)CC1(C)C(=O)NC1CCCCCC1 (configuration not stated),-15,-3.5,-5,0.0
Clc1ccc(-c2ncc(CN3CCCC(N4CCOCC4)C3)cn2)cc1 (configuration not stated),11,-0.6,11,0.0
CCc1nn(CC(=O)C(C)(C)C)c(=O)c2cc3sccc3n12,-5,0.1,-2,0.2
CC(C)(C)n1nnnc1C(c1cccnc1)N1CCN(c2ccccc2)CC1 (configuration not stated),11,0.6,7,-0.1
Ic1cccc(-c2nnc3ccc4ccccc4n23)c1,0,1.7,18,0.1
COc1ccc(C(NC(=O)c2ccco2)c2ccc(OC)cc2)cc1,15,-0.8,-12,0.0
O=C(NC(C(=O)O)C12CC3CC(CC(C3)C1)C2)c1ccc(F)cc1 (configuration not stated),2,0.6,-7,0.2
O=C(C1COc2ccccc2O1)N1CCN(Cc2ccccc2)CC1 (configuration not stated),-4,0.1,1,-0.1
CC1CC(OC(=O)C(O)c2ccccc2)CC(C)(C)C1 (configuration not stated),1,6.6*,-9,0.1
O=C(CSc1nc2ccccc2n1CC(=O)N1CCCC1)NC1CCCCC1,-1,-0.6,-5,0.0
CCc1ccc(NC2CC(=O)N(CCc3ccc(OC)c(OC)c3)C2=O)cc1 (configuration not stated),-3,0.0,-2,0.2

# Rewritten with two lines to a compound: six of the compounds above
# Results follow in this order: TEAD-YAP block, GPR151 ag, MITF primary, FBW7 act
> Clc1ccc(-c2ncc(CN3CCCC(N4CCOCC4)C3)cn2)cc1 (configuration not stated)
→ 11, -0.6, 11, 0.0
> NC(C(=O)N1CCCN(C(=O)c2ccc3[nH]ncc3c2)CC1)c1cccc(Br)c1 (configuration not stated)
→ -8, -0.2, -3, -0.2
> Cc1ccc(Nc2nc(-c3cccc(C)c3)nc3ccccc23)cc1
→ 8, 4.2, -3, 0.1
> O=C(NC(C(=O)O)C12CC3CC(CC(C3)C1)C2)c1ccc(F)cc1 (configuration not stated)
→ 2, 0.6, -7, 0.2
> CC(C)(C)n1nnnc1C(c1cccnc1)N1CCN(c2ccccc2)CC1 (configuration not stated)
→ 11, 0.6, 7, -0.1
> O=C(C1COc2ccccc2O1)N1CCN(Cc2ccccc2)CC1 (configuration not stated)
→ -4, 0.1, 1, -0.1
